Screening results: PubChem, several laboratories
SUMO Mot1 rescue – inhibitors of SUMOylation pathway: yeast Mot1-301 growth rescue. S. cerevisiae Mot1-301 growth rescue, ATP luminescence, 38.5C; percent above DMSO median, 100 means doubled. growth rescue, % at 18.8 µM. hit rate 1% among 320,000;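 active = every valid replicate shows activation above 250% relative to neutral control wells; inactive = the rest, any valid replicate at or below 250%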;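 also: OY570 slx delta 5 strain wells were the positive control but not used for scaling; some compounds called inactive have numbers as strong as hits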
Ecoli viability – reduces bacterial viability in AddAB counter-screen; E. coli V3065 growth, OD600 absorbance, 18 h; inhibition, % at 11.9 µM; hit rate 0.27% among 330,000;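 active = inhibition above the campaign's mean inhibition across all tested compounds plus 3 SD, cut at about 9.9% in these data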;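 also: uninfected addAB+ strain grown without phage in ampicillin broth; 0% = DMSO wells and 100% = ciprofloxacin 0.95 µg/ml wells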
PfHsp90 set2 – reduces growth (ATP signal) of yeast expressing P. falciparum Hsp90; hit rate 0.32% among 310,000; S. cerevisiae expressing PfHsp90, BacTiter-Glo ATP, 48 h; yeast lacking PDR1 and PDR3 efflux regulators; inhibition, % at 9.4 µM;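 active = every replicate shows inhibition above about 80%, whatever the replicate mean, limit read from the data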;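 also: 0% = DMSO neutral controls and 100% = 20 µM radicicol positive controls; yeast relying on Plasmodium falciparum Hsp90 in place of its own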
phage Ecoli inh – E. coli growth loss with phage present | growth absorbance | inhibition, % at 11.9 µM | hit rate 0.26% among 360,000 | AID 651602; in the data active = inhibition above about 11%
Arr AP2 block – blocks beta-arrestin peptide binding to AP2 adaptin; FITC-arrestin peptide / GST-AP2 beads, flow cytometry; AP2 beta2 appendage carries R879A mutation; inhibition, % at 10 µM; hit rate 0.31% among 340,000;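 active = inhibition above a set limit, near 3 SD of compounds lacking own fluorescence, cut at about 54% in these data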;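 also: plate controls were DMSO wells for no effect and 5 µM unlabelled arrestin peptide for full effect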
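Measured by: flow cytometry, FL1 (488/535 nm); Material: AP2 appendage R879A on GSH beads; Evaluation: percent response; Timing: pre-incubation 12 min, peptide binding 1 h, room temperature; Also added: 50 nM FITC-arrestin peptide; Medium: PBS with 0.05% Tween 20 and 0.1% BSA.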
PKA-R1A act – activates the PKA-R1A holoenzyme complex; AID 504707; hit rate 0.083% among 340,000; PKA-R1A dissociation, Cy5-IP20 fluorescence polarization; scaled: DMSO 0%, 113 µM cGMP 100%; P00514+P68181; activation, % at 11.4 µM;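 active = percent activation above the mean of all tested compounds plus 3 SD, cut at about 19% in these data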;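 also: higher means more PKAc released from R1A so a rise in polarization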
MOR-DOR ag – OPRM1-OPRD1 heterodimerization agonism; P35372+P41143; cells, luminescence; activation, % at 9.3 µM; hit rate 0.3% among 340,000; in the data active = activation above about 18%;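 also: 0% = vehicle-treated cells and 100% = reference agonist; values of inactives mirror those of a sister screen read the other way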
Target sequence (P35372 whole entry, looked up): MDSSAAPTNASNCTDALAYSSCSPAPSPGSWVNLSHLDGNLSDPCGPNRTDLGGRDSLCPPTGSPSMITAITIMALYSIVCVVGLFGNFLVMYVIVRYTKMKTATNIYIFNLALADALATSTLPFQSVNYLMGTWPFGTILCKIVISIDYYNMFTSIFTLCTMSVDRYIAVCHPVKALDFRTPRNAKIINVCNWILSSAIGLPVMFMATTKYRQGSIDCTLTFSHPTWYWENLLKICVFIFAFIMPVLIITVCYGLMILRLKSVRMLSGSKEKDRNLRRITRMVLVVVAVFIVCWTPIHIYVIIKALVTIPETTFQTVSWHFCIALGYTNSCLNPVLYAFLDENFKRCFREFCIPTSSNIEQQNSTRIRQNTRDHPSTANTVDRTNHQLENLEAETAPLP
Target sequence (P41143 whole entry, looked up): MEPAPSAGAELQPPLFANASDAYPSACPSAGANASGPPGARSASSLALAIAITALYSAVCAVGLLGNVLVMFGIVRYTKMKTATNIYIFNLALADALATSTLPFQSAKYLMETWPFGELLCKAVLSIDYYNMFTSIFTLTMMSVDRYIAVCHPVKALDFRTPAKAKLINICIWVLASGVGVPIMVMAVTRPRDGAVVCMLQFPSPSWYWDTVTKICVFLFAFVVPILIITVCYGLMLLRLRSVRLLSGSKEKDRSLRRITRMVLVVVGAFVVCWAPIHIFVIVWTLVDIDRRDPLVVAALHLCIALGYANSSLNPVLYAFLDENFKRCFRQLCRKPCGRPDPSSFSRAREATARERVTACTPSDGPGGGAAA
MOR-DOR inv ag – mu-delta opioid heterodimer inverse agonism | inhibition, % at 9.3 µM | cell-based MOR-DOR heterodimer luminescence | P35372+P41143 | hit rate 0.21% among 340,000; in the data active = inhibition above about 22%, passing the limit was not always enough;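 also: 0% = cells with DMSO and 100% = wells without cells with DMSO; values of inactives mirror those of a sister screen read the other way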
Tat export inh – inhibitors of E. coli Tat protein transport. E. coli MC4100 TorA-mCherry Tat export, fluorescence. inhibition, % at 10 µM. hit rate 0.036% among 340,000. AID 488895;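 active = mean replicate inhibition at least 50% and at least half of replicates individually reaching 50%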;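 also: exported cargo escapes ClpAP degradation while cytoplasmic cargo is degraded and loses fluorescence; 0% = median of neutral control wells and 100% = median of NaSCN control wells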
AddAB inh – less growth of phage-infected E. coli with AddAB; E. coli expressing H. pylori AddAB, absorbance growth; inhibition, % at 11.9 µM; hit rate 0.29% among 330,000; in the data active = inhibition above about 12%;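 also: 0% = vehicle wells of infected cells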
DSG3 Ab inh – inhibitors of pemphigus antibody binding to human desmoglein-3. DSG3-coupled beads, scFv-anti-DSG3-GFP binding, flow cytometry; active compounds read low. binding (percent of control), % at 10 µM. hit rate 0.48% among 310,000. AID 588358;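 active = binding more than 3 SD below its plate's average and above zero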;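 also: hits lower antibody fragment binding to DSG3; some compounds called inactive have numbers as strong as hits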
Active calls of the source: *; . = no result given.

SMILES	SUMO Mot1 rescue	Ecoli viability	PfHsp90 set2	phage Ecoli inh	Arr AP2 block	PKA-R1A act	MOR-DOR ag	MOR-DOR inv ag	Tat export inh	AddAB inh	DSG3 Ab inh
CC(=S)c1c(C)cc2cc(C)ccn12	6	-1.7	14	4.8	-6	-8	-2.5	11	3	2.9	92
CC(=O)C1=C(O)C(=O)N(c2nccs2)C1c1ccccc1F (stereo not drawn)	-4	-0.7	-16	2.7	5	-10	-3.0	16	1	4.6	105
CCC(C)C(N=C1NS(=O)(=O)c2ccccc21)C(=O)N1CCC(C)CC1 (stereo not drawn)	.	.	-16	5.3	-4	-10	1.1	-6	7	.	105
COc1cccc(C(=O)NCCOc2cc(C)cc(C)c2)c1	1	2.3	-7	1.5	1	-12	0.4	-2	-21	1.9	99
Oc1ccc(C=NCC2COc3ccccc3O2)cc1 (stereo not drawn)	-17	-1.5	.	1.7	-3	-2	-2.0	11	9	-0.5	101
O=C(C1CCCN(S(=O)(=O)c2ccc(Cl)cc2)C1)N1CCCC1 (stereo not drawn)	184	1.4	21	-0.5	23	8	-0.2	1	-16	5.0	102
O=C(OCCN1CCCCC1)c1ccccc1F	-21	-1.2	-1	3.0	13	4	-1.9	9	-7	-1.0	105
COc1cccc(NC(=O)CN(C)C(=O)c2oc3c(ccc4ccccc43)c2C)c1	-10	2.0	21	3.0	-11	-16	3.3	-22	4	-0.8	107
O=C(CSc1ccc(-c2ccco2)nn1)N1CCCC1	.	1.4	.	0.5	19	-4	-1.7	8	-3	1.8	110
Cc1ccc(C(=O)NCc2ccco2)o1	-10	4.6	.	6.6	4	-1	-1.6	9	-8	4.9	.
CCc1c(O)nc(SCc2nc3ccccc3c(=O)[nH]2)[nH]c1=O	-6	0.9	-12	3.3	10	5	-3.0	15	1	0.5	102
COc1ccc2nc(C)cc(NCCN3CCOCC3)c2c1	162	0.1	-8	1.7	14	4	-2.6	14	9	2.4	100
CCNC(=S)NCc1ccc(Cl)cc1	-4	-1.2	6	1.3	-8	-11	-2.4	13	1	1.6	82
Cc1cc(C)n(C2CCCCC2OC(=O)c2ccccc2F)n1 (stereo not drawn)	2	0.5	.	2.4	-6	-10	-1.1	6	-2	0.8	.
COc1cc(C2C3C(=O)N(Cc4ccccc4)C(=O)C3ON2c2ccccc2)cc(OC)c1OC (stereo not drawn)	.	.	5	0.5	-9	0	-2.0	9	10	.	121
CC(C)c1ccc(C(=O)NC(=S)Nc2ccc3[nH]c(=O)[nH]c3c2)cc1	11	0.3	3	3.2	35	2	-2.3	12	-3	1.2	100
COCCN(Cc1cc2cc(C)ccc2n2nnnc12)C(=S)Nc1ccc(OC)cc1	.	.	-16	1.7	-8	-4	-1.9	10	1	.	101
COc1ccc(C)cc1NC(=O)c1ccc(NS(=O)(=O)c2cccc3cccnc23)cc1	71	-0.7	-40	4.7	31	-8	-0.1	1	4	2.2	100
Cc1ccc(N(CC(=O)NCc2ccccc2Cl)S(=O)(=O)c2cccs2)cc1	5	0.4	-1	0.6	-3	-4	-1.7	9	-3	1.8	105
CCN(CC)S(=O)(=O)c1ccc(C(=O)Nn2cnnc2)cc1	-17	-0.3	-17	2.3	4	-2	-2.0	9	-25	-1.1	101
Cc1cc(C)c(NC(=O)C(C)c2cccc(C(=O)c3ccccc3)c2)c(C)c1 (stereo not drawn)	10	-0.9	-2	3.4	19	1	-0.4	2	-3	-0.3	114
Cn1c2ccccc2c(=O)c2c(=O)n(C3CCCCC3)c(-c3ccco3)nc21	580*	-0.4	14	2.7	38	-9	-4.1	21	1	3.5	97
COc1ccccc1NC(=O)Cn1cc(C(=O)C2CC2)c2ccccc21	-2	-0.3	8	2.6	21	-4	-4.4	24	3	-0.9	95
Cn1cccc1Cc1nnc(SCC(=O)Nc2cccc(Cl)c2)n1-c1ccc(F)cc1	4	1.9	-13	3.0	-2	-1	1.8	-9	5	2.5	110
CCC(=O)NC(=S)NNC(=O)c1ccc(OC)cc1	-10	0.7	.	-5.8	-5	2	0.9	-5	12	-1.4	99
CC(=O)Nc1cccc(C(=O)Nc2cccnc2)c1	416	0.8	25	0.5	5	-10	-1.5	8	-2	1.8	104
COc1ccccc1C(=O)NCC(=O)Nc1ccc2c(c1)CCC2	-6	-4.9	1	1.8	-6	6	-1.8	8	-5	2.1	94
Cn1cccc1C(=O)OCC(=O)Nc1cc(C(C)(C)C)nn1-c1ccccc1	-17	-1.9	7	2.0	-5	6	0.9	-6	1	-0.3	104
CN1CCC(=C2c3ccccc3C(O)c3ccccc32)CC1 (stereo not drawn)	142	0.5	-7	1.5	7	-9	-2.3	12	6	-0.2	93
Cc1nnc(SCC(=O)c2ccc(Cl)cc2)n(N)c1=O	3	-1.8	-17	1.1	-4	0	-0.4	2	1	-0.8	106
CC1CC(C)CN(CC(O)COCCOc2ccc(Br)cc2)C1 (stereo not drawn)	262	1.7	28	1.9	-12	1	-1.7	9	-6	0.9	103
COC(=O)c1ccc(NC(=O)c2sc3nc(-c4ccccc4)cn3c2C)cc1	8	1.4	12	3.4	7	2	4.7	-24	0	0.8	103
CCCCCn1nc(C(=O)N2CCc3ccccc32)c2ccccc2c1=O	14	-1.9	-10	0.8	9	15	8.6	-35	19	0.6	90
Cc1c([C@H]2[C@@H](CC#N)C2(C)C)c2ccccc2n1C	210	-0.2	0	0.3	0	-1	3.1	-18	4	-0.7	110
CCOC(=O)CSc1nc2ccc(C)cc2n2cnnc12	-3	0.1	-11	1.8	48	0	-0.3	1	13	4.3	112
O=C(c1ccccc1)N1CCC(c2nc(-c3ccc(S(=O)(=O)NCC4CCCO4)cc3)no2)CC1 (stereo not drawn)	-1	-0.1	-2	2.7	-4	5	4.5	-28	-3	1.3	99
COc1ccc2cc(C(C)C(=O)OC(C)C)ccc2c1 (stereo not drawn)	28	0.0	18	0.5	-5	-9	5.4	-33	-7	0.1	107
Clc1ccc(CNc2ccc(N3CCN(Cc4ccccc4)CC3)cc2)cc1	59	-2.5	-2	4.0	-18	-12	6.1	-30	-6	1.5	113
CC(=O)NC1=NC(=O)/C(=C/N2CCCCC2)S1	-25	-0.3	.	2.6	0	-3	-1.4	7	-4	1.5	94
Cc1nn(Cc2ccc(F)cc2)c(C)c1NC(=O)c1noc2c1CCCCC2	-6	-0.7	16	0.6	1	5	0.5	-3	10	2.3	94
Cc1c(OCC(=O)NCC2CCC(C(=O)NCCCO)CC2)ccc2c(-c3ccccc3)cc(=O)oc12 (stereo not drawn)	-12	-1.9	-25	-1.9	-15	1	-2.9	15	3	-0.3	106
C[N+]1(CC(O)COCC2COc3ccccc3O2)CCOCC1 (stereo not drawn)	-12	1.7	-5	2.5	-6	1	1.9	-10	8	-1.0	91
CCOc1cc(CNCCCN2CCOCC2)ccc1OCC(=O)NC(C)(C)C	39	1.7	24	5.2	7	-6	2.0	-10	-5	3.9	112
Cc1cccc(C(=O)OC(C)C(=O)N2CCN(Cc3ccccc3)CC2)c1 (stereo not drawn)	.	.	-44	1.8	24	-2	0.4	-3	4	.	99
COc1ccccc1CNC(=O)C1CCC(CNS(=O)(=O)c2ccc(F)cc2)CC1 (stereo not drawn)	412	0.0	17	0.1	-8	-1	-2.8	12	2	0.4	114
N/C(=N\OC(=O)c1cccs1)c1cccc(Br)c1	3	-0.1	-25	1.1	28	-9	1.7	-9	-2	-0.3	92
CC(=O)c1ccc(N2CCN(C(=O)Cc3cccs3)CC2)cc1	0	-1.0	.	3.8	-17	-9	-2.6	12	0	4.5	112
Cc1cc(C)c(C)c(S(=O)(=O)Nc2ccccc2C(=O)NCCCn2ccnc2)c1C	.	.	6	-0.4	23	-5	-2.1	12	3	.	99
COc1ccc(-n2nc(C(=O)NCC(=O)NCCCN3CC(C)CC(C)C3)c3ccccc3c2=O)cc1Cl (stereo not drawn)	-1	-1.4	13	-1.0	18	0	-3.0	16	0	4.6	108
CC(C)c1ccc(CNc2nc3nc4c(c(=O)n3[nH]2)CCC4)cc1	15	0.5	-127	3.9	7	-15	-2.5	13	-2	4.7	93
COc1ccccc1CC(NC(C)=O)C(=O)NC1CCN(C(=O)Nc2ccccc2F)CC1 (stereo not drawn)	-9	-1.1	-8	1.6	5	-2	-1.7	9	5	0.5	106
CC(=O)Nc1cccc(NC(=O)Nc2cccc(F)c2)c1	8	-3.4	-14	3.9	-2	-6	-0.4	2	-2	-0.3	93
COC(=O)c1cc2occc2n1Cc1nc(-c2ccccc2F)oc1C	1	0.0	12	0.6	-12	6	-1.0	5	-6	-1.2	95
CCOc1ccc2nc(NC(=S)N(C)C)sc2c1	609	-2.6	.	-3.8	-18	-3	-0.9	5	0	7.1	105
O=C(/C=C/c1ccc2c(c1)OCO2)NCCSCc1ccc(Cl)cc1	3	2.5	14	0.8	-3	2	0.8	-5	2	5.2	.
COc1ccc(C2CC(c3ccccc3C(F)(F)F)=NN2c2ccc(S(N)(=O)=O)cc2)cc1 (stereo not drawn)	.	2.0	-21	1.0	4	-1	4.9	-23	21	0.2	101
COC(=O)C1CCN(C(=O)CCCOc2ccccc2)CC1	2	-2.7	3	0.1	-1	1	-2.1	13	2	0.7	.
Cc1cccc(Oc2c([N+](=O)[O-])c(=O)n(C)c3ccccc23)c1	10	2.2	-10	2.2	9	-7	1.8	-9	-3	4.2	108
CCN1CCN(S(=O)(=O)c2cccc(S(=O)(=O)N3CCOCC3)c2)CC1	0	-1.4	10	2.8	4	-1	-1.9	11	-2	2.0	103
COCCN1C(=O)C(=O)/C(=C(/O)c2ccc(S(=O)(=O)N3CCOCC3)cc2)C1c1ccc(O)c(OC)c1 (stereo not drawn)	3	1.6	18	.	15	5	-0.9	5	6	-0.1	101

Entries of single compounds from above. Values in the order: SUMO Mot1 rescue | Ecoli viability | PfHsp90 set2 | phage Ecoli inh | Arr AP2 block | PKA-R1A act | MOR-DOR ag | MOR-DOR inv ag | Tat export inh | AddAB inh | DSG3 Ab inh
`Cc1cccc(Oc2c([N+](=O)[O-])c(=O)n(C)c3ccccc23)c1` is entered as 10 | 2.2 | -10 | 2.2 | 9 | -7 | 1.8 | -9 | -3 | 4.2 | 108
`O=C(/C=C/c1ccc2c(c1)OCO2)NCCSCc1ccc(Cl)cc1` is entered as 3 | 2.5 | 14 | 0.8 | -3 | 2 | 0.8 | -5 | 2 | 5.2 | .
`N/C(=N\OC(=O)c1cccs1)c1cccc(Br)c1` is entered as 3 | -0.1 | -25 | 1.1 | 28 | -9 | 1.7 | -9 | -2 | -0.3 | 92
`COC(=O)C1CCN(C(=O)CCCOc2ccccc2)CC1` is entered as 2 | -2.7 | 3 | 0.1 | -1 | 1 | -2.1 | 13 | 2 | 0.7 | .
